# Source: PubChem BioAssay (National Center for Advancing Translational Sciences (NCATS))
# ERK EGF inh: blocks ERK signaling stimulated by EGF; HEK293-V1b, EGF-stimulated phospho-ERK AlphaScreen; Potency, µM (top dose mostly 11.5 µM), for inactives: top-dose activity change, negative = inhibition, actives largely listed as inhibitors; actives 0.41% (n = 130,000); active = well fitted inhibition curve with a large enough effect; inconclusive = small, poorly fitted or top-dose-only effect, or effect the other way;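 note: plate controls were stimulated vehicle wells for no effect and unstimulated vehicle basal for full effect; nearly all actives have a fitted effect of over 55% in size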
#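 After overnight plating in 1% FBS, HEK293-V1b cells received test compound for half an hour, then a 5 min pulse of EGF (25 nM); ERK phosphorylation in lysates was read by bead-based AlphaScreen.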
# Starred values were filed as active, the others as inactive; u = inconclusive; [ ] = remark or other dose. Potency is the fitted concentration of half-maximal effect.
SMILES,ERK EGF inh
CCOc1ccc(-n2nnnc2-c2nc3ccccc3s2)cc1,-1%
Cc1nn(-c2nc3ccccc3s2)c(N)c1-c1ccc(Cl)cc1,1%
CCOC(=O)c1c(C)oc2c1C(=O)c1ccccc1C2=O,-10%[57.5 µM]
COc1ccc(/C=C/C(=O)O)cc1S(=O)(=O)NCc1ccccc1,3%[57.5 µM]
CCOC(=O)c1sc2nc(CSc3ccccc3)nc(N3CCC(C(N)=O)CC3)c2c1C,4%
COc1cc(OC)c(OC)cc1CN1CCN(c2ccc(F)cc2)CC1,-4%[57.5 µM]
Cc1cc(C)c2nc(-c3ccccn3)cc(C(=O)NCc3cc(C)n(C)n3)c2c1,-6%
O=S(=O)([N-]c1nc2ccccc2nc1-n1cc[n+](Cc2ccccc2)c1)c1ccc(Br)cc1,-5%[57.5 µM]
COC(=O)CCC(=O)NC(=S)Nc1ccccc1F,-6%
CCn1c(Cc2ccccc2)nnc1SCC(=O)NC1CC1,-4%
COc1cccc(OCCOCC(O)CN2CCN(Cc3ccc(Cl)cc3)CC2)c1 (configuration not stated),2%
C=C1C2CC[C@@]3(C)C(c4ccoc4)OC(=O)C[C@@]13OC1CC(=O)C(C)(C)C(C(O)C(=O)OC)[C@]12C (some centres not stated),-3%
CC(C)NC(=O)C(=O)NNC(=O)C12CC3CC(CC(C3)C1)C2,6%
CCOC(=O)C1(CC2CC2)CCN(Cc2ccc(C(=O)OC)cc2)CC1,0%
Cc1ccc2cc(/C=N/NC(=O)c3ccccc3[N+](=O)[O-])c(Cl)nc2c1,-7%[57.5 µM]
O=C(c1ccccc1SCc1ccccc1)N1CCCCCC1,-2%
O=c1[nH]c2ccccc2n2cnnc12,-6%
Cc1cc(=O)oc(C)c1C(=O)Nc1ccccc1F,4%[57.5 µM]
Cc1ccc2[nH]c(=O)c(CC=C(Cl)Cl)c(C)c2c1,2%
NC(=O)CC(NC(=O)c1ccccc1)c1ccc(NC2CCCC2)c([N+](=O)[O-])c1 (configuration not stated),3%[57.5 µM]
COc1cc(/C=C/C(=O)OCC(=O)Nc2ccccc2Sc2ccc(Cl)cc2)ccc1O,9%
C#CCOCCOCCOCCNc1nc(N2CCN(C(=O)[C@H]([C@@H](C)CC)n3cc([C@@H](N)CO)nn3)CC2)nc(N2CCN(C(=O)[C@H]([C@@H](C)CC)n3cc([C@@H](N)CC(C)C)nn3)CC2)n1,-7%[57.5 µM]
NC(=O)C1CCN(C(=O)CSc2ncccn2)CC1,3%
Cc1ccsc1S(=O)(=O)N1CCCC(CCC(=O)NCc2ccccc2F)C1 (configuration not stated),-4%
CC(C)c1ccc(Nc2nnns2)cc1,4%[57.5 µM]
O=C(Nc1ccc2c(c1)OCO2)c1n[nH]c(=O)c2ccccc12,-10%[57.5 µM]
Cc1ccccc1N(CC(=O)N/N=C/c1cc(Br)c(C)o1)S(C)(=O)=O,-4%
C/C(=N\OC(=O)Nc1ccccc1)c1cnn(-c2cc(C(F)(F)F)cc(C)n2)c1C,14%[57.5 µM]
COc1ccccc1Nc1nnc(SCc2cc(=O)n3ccsc3n2)s1,3%
O=C(Nc1ccc([N+](=O)[O-])cn1)C1CC1,-4%
Cc1cc(Nc2ccccc2C(=O)O)n(-c2ccc([N+](=O)[O-])cc2)n1,-6%[57.5 µM]
CC1(C)Cc2c(sc3c2c(N)nc(=S)n3Cc2ccccc2)CO1,-1%
C#Cc1ccc([C@H]2C=C(C(=O)NC3CC3)O[C@@H](OCC)[C@@H]2CCCO)cc1,-1%[57.5 µM]
O=S(=O)(N/N=C\c1ccc(-c2ccccc2Cl)o1)c1ccccc1,-7%
CCOc1cc(/C=N/NC(=O)c2ccc(=O)n(C)c2)ccc1O,-10%[57.5 µM]
CCOC(=O)c1c(C2CC2)csc1NC(=O)COC(=O)c1cc(OC)c(OC)cc1[N+](=O)[O-],-1%
COCCOc1cc(NC(=O)c2ccccc2)c(Cl)cc1Cl,-4%
C=CCNC(=O)CC12CC3CC(C1)CC(CC(=O)NCC=C)(C3)C2,-11%[57.5 µM]
COCCCNc1nc2ccccc2nc1NS(=O)(=O)c1ccccc1,-1%
COC(=O)c1ccc(OC(=O)CCN2C(=O)C3C4c5ccccc5C(c5ccccc54)C3C2=O)cc1 (configuration not stated),-3%
Cc1nn(-c2ccccc2)c(Cl)c1/C=N/NC(=O)CCNc1n[nH]c(=O)[nH]c1=O,7%[57.5 µM]
CCOC(=O)N/N=C\c1cccc(OC)c1,-1%
Cc1ccccc1CC1(CO)CCCN(Cc2cn[nH]c2-c2ccccc2)C1 (configuration not stated),3%[57.5 µM]
COc1cc(S(=O)(=O)NCc2ccccc2)ccc1Br,15%
CC(=O)Nc1nnc(C2=COCCO2)o1,0%
COc1cc(OC)cc(C(=O)Nc2nc(-c3ccccc3)c(-c3ccccc3)o2)c1,-7%
COc1ccc(OC)c(-c2csc(NC(=O)CSc3ccccc3)n2)c1,3%
COCC(=O)Nc1sc2c(c1C(=O)OC)CCCC2,-3%
C=CCNC(=O)CSc1nnc(-c2ccccc2Br)n1-c1cccc(C(F)(F)F)c1,-7%
CN1CCN(C2=Nc3ccccc3Oc3ccc(Cl)cc32)CC1,2%
CCN1CCN(c2nc(N)c([N+](=O)[O-])c(Nc3ccc(C)cc3)n2)CC1,1%
Cc1cccc(NNC(=O)c2c(F)cccc2Cl)c1,-9%[57.5 µM]
COc1ccc(CN(CC(=O)NCC2CCCO2)C(=O)CNS(=O)(=O)c2ccc(C)cc2)cc1 (configuration not stated),9%
O=C(Nc1ccc(Cl)c(Cl)c1)c1cccc(S(=O)(=O)NCc2cccnc2)c1,u
Cc1[nH]c2c(C)cccc2c1CC(=O)O,-3%
COC(=O)c1ccc(Oc2ccc(C(F)(F)F)cn2)cc1,-3%
CNS(=O)(=O)c1cc(Br)ccc1S(=O)c1ccccc1C(=O)O (configuration not stated),5%[57.5 µM]
C#CCNC(=O)C1CCN(c2cc(C)nc(-c3ccccc3)n2)CC1,-4%
N#Cc1cccc(NC(=O)N2CCCC3(CCN(C(=O)c4cccc(F)c4)CC3)C2)c1,16%
C[C@H]1CC[C@H]2C(=O)N3[C@H](c4ccccc4Br)[C@@H](C)CC[C@H]3C(=O)N2[C@@H]1c1ccccc1Br,u
# New compounds follow.
SMILES,ERK EGF inh
N#CC(c1nc2ccccc2nc1N1CCOCC1)S(=O)(=O)c1ccccc1 (configuration not stated),-6%[57.5 µM]
O=C1c2cccc3cccc(c23)C(=O)N1Cc1ccco1,1%
Cc1cccc(NC(=O)/C(C#N)=C/c2cn(CC(=O)NCc3ccco3)c3ccccc23)c1C,3%
C/C(CC(=O)Nc1ccccc1Cl)=N\NC(=O)C(=O)NCCO,-10%
O=C(N/N=C1\CCCc2ccccc21)c1ccc([N+](=O)[O-])cc1,-3%
CCCc1cc(=O)oc2c(C)c(OCc3nn[nH]n3)ccc12,-13%[57.5 µM]
C/C(=C\c1ccccc1)C(=O)NCCN1CCOCC1,4%
CCN(CC)CC(=O)N1c2ccccc2Sc2ccc(Cl)cc21,-6%
Cc1c(CC(=O)O)c(=O)oc2c(C)c(OCc3nn[nH]n3)ccc12,-6%[57.5 µM]
COc1ccc(CN(C(=O)c2nsc(Cl)c2Cl)C(C(=O)NC2CCCC2)c2ccc(C)cc2)cc1 (configuration not stated),4%
Cc1cc(C(=O)COC(=O)c2nccnc2N)c(C)n1C,9%
O=C1CCCCC1C(=O)c1cn(-c2ccc(Cl)c(Cl)c2)nn1 (configuration not stated),2%
CCOc1cc(C(=O)OCC(=O)Nc2cccc(C)c2)ccc1OCC(=O)N1CCOCC1,-7%
Cc1cccc(CSc2nnc(Cn3c(=O)sc4ccccc43)n2C)c1,1%
O=C(CSc1nnc(-c2cccnc2)n1C1CCCCC1)NC1CCCC1,16%
NC(=O)[C@@H]1CCNc2c(I)cc([N+](=O)[O-])cc2C(=O)N[C@@H](CO)C(=O)N[C@@H](Cc2ccc(O)cc2)C(=O)N1,7%
Cc1cc(/C(N)=N/OC(=O)c2ccc(Cl)cc2)no1,23%[57.5 µM]
COc1ccc(/C=C/CN2CCN(CCc3ccccc3)C(CCO)C2)cc1 (configuration not stated),-1%
Cc1c(NC(=O)COC(=O)c2ccc(S(=O)(=O)N3CCOCC3)cc2)c(=O)n(-c2ccccc2)n1C,6%
CCOC(=O)C(=O)Nc1nnc(Cc2ccc(OC)c(OC)c2)s1,-7%
CCCCC1=CC2=CC(=O)C(C)(OC(=O)c3cnc4ccccc4n3)C(=O)C2=CO1 (configuration not stated),-6%
NC1=NC(=O)/C(=C/c2ccsc2)S1,0%
C=C(C)c1cccc(C(C)(C)NC(=O)Nc2cc(C)ccn2)c1,u
O=C(/C=C/c1ccc(Br)cc1)Nc1ccc(S(=O)(=O)Nc2ncccn2)cc1,-1%
CCOC(=O)C(O)(CC(=O)c1ccc(Cl)cc1)C(=O)OCC,4%
Cc1cc(C)c(NC(=O)CO/N=C2\CCCc3nonc32)c(C)c1,-11%
Cc1cc(C(=O)NC(=S)Nc2cccc(C(=O)O)c2C)ccc1[N+](=O)[O-],-16%
O=[N+]([O-])c1ccc(C(O)C(CO)NC(=S)Nc2ccccc2)cc1 (configuration not stated),8%[57.5 µM]
Cc1sc2nc(CN3CCCCC3)nc(Cl)c2c1C,15%
Cn1cnnc1Sc1ccc(S(C)(=O)=O)cc1[N+](=O)[O-],-15%
O=C(Cc1ccccc1)Nc1ccc(NC(=O)c2cccs2)c(Cl)c1,2%
CCOC(=O)c1sc2cccc(Cl)c2c1N,u
Cc1nnc(NC(=O)CSc2nccn2-c2ccc(F)cc2)s1,4%
O=C(Nc1cccc(Cl)c1)c1cc([N+](=O)[O-])ccc1N1CCN(CCO)CC1,-4%
C/C(=N\NC(=O)c1cccnc1)c1cccc([N+](=O)[O-])c1,2%
Cc1cc(-c2nnc(-c3cccc(C(F)(F)F)c3)o2)no1,-1%[57.5 µM]
Brc1ccc(/C=N/Nc2ccccc2)cc1,0%
COc1ccc(Nc2nc(N)c([N+](=O)[O-])c(NCCO)n2)cc1,-9%[57.5 µM]
Cc1nnc(SCC(=O)N2c3ccccc3C(C)(c3ccc(Cl)cc3)CC2(C)C)s1 (configuration not stated),-6%
NC(=O)COC(=O)c1cccc2c1-c1ccccc1C2=O,-9%
O=C(NC(=S)Nc1cc([N+](=O)[O-])ccc1O)c1cccnc1,-3%
CCOc1ccc(NC(=O)C2C(C(=O)O)C3(Cl)C(Cl)=C(Cl)C2(Cl)C3(Cl)Cl)cc1 (configuration not stated),9%
COc1ccc(NC(=O)N2CCN(C(=O)C(Cc3ccc(F)cc3)NC(C)=O)CC2)cc1 (configuration not stated),-5%
Cc1onc(-c2ccccc2Cl)c1C(=O)NNC(=O)c1nn(C)cc1Cl,-9%
NNC(=O)CNC(=O)CNS(=O)(=O)c1ccccc1,4%

# An excerpt of these results, with values ahead of the structure:
ERK EGF inh | SMILES
2% | O=C(Cc1ccccc1)Nc1ccc(NC(=O)c2cccs2)c(Cl)c1
u | CCOC(=O)c1sc2cccc(Cl)c2c1N
4% | Cc1nnc(NC(=O)CSc2nccn2-c2ccc(F)cc2)s1
-4% | O=C(Nc1cccc(Cl)c1)c1cc([N+](=O)[O-])ccc1N1CCN(CCO)CC1
2% | C/C(=N\NC(=O)c1cccnc1)c1cccc([N+](=O)[O-])c1
-1%[57.5 µM] | Cc1cc(-c2nnc(-c3cccc(C(F)(F)F)c3)o2)no1
0% | Brc1ccc(/C=N/Nc2ccccc2)cc1
-9%[57.5 µM] | COc1ccc(Nc2nc(N)c([N+](=O)[O-])c(NCCO)n2)cc1
-6% | Cc1nnc(SCC(=O)N2c3ccccc3C(C)(c3ccc(Cl)cc3)CC2(C)C)s1 (configuration not stated)
-9% | NC(=O)COC(=O)c1cccc2c1-c1ccccc1C2=O
-3% | O=C(NC(=S)Nc1cc([N+](=O)[O-])ccc1O)c1cccnc1
9% | CCOc1ccc(NC(=O)C2C(C(=O)O)C3(Cl)C(Cl)=C(Cl)C2(Cl)C3(Cl)Cl)cc1 (configuration not stated)
-5% | COc1ccc(NC(=O)N2CCN(C(=O)C(Cc3ccc(F)cc3)NC(C)=O)CC2)cc1 (configuration not stated)
-9% | Cc1onc(-c2ccccc2Cl)c1C(=O)NNC(=O)c1nn(C)cc1Cl
4% | NNC(=O)CNC(=O)CNS(=O)(=O)c1ccccc1

# Following part.
SMILES,ERK EGF inh
Oc1cccc(/C=N/NC(=S)Nc2cccnc2)c1O,-3%
COc1ccccc1CN(C)CC(=O)Nc1ccccc1-c1ccccc1,-1%
Cc1ccc(Nc2nnc(SC(C)C(=O)Nc3c(C)n(C)n(-c4ccccc4)c3=O)s2)cc1 (configuration not stated),2%
COc1cccc(NC(=S)N(CCc2c(C)[nH]c3ccccc23)Cc2ccco2)c1,3%
CCOC(=O)c1ccc(NC(=O)c2cc3c(C)nn(-c4ccccc4Cl)c3s2)s1,10%
Cc1ccc(Nc2cc(-c3ccccc3)nc3ncnn23)cc1,-7%[57.5 µM]
O=C(Nc1nc2ccsc2c(=O)s1)c1ccc(F)cc1,-5%[57.5 µM]
CC(=O)NC(CC(=O)O)c1ccc(F)cc1 (configuration not stated),-4%
c1csc(-c2noc(CN3CCc4sccc4C3)n2)c1,3%
COc1ccc(/C=N/NC(=O)c2cccc(Br)c2)cc1CSc1ccccn1,5%
N#C/C(=C/c1ccc(N2CCOCC2)o1)C(=O)Nc1ccccc1,-8%
CC(=O)Nc1ccc(S(=O)(=O)Nc2cc(-c3ccccc3)nn2C)cc1,0%[57.5 µM]
CCOC(=O)C1CCN(C(=O)c2ccc(CNS(=O)(=O)c3ccc(OC)cc3)cc2)CC1,3%[57.5 µM]
CC(C)Cc1cc(C(=O)NCc2ccco2)no1,-9%[57.5 µM]

# An excerpt. The share of hits here may be higher or lower than overall.
